Screening data from PubChem.
S-ASM inh – inhibitors of human secretory acid sphingomyelinase | 340,000 compounds, 0.006% hits | placental ASM, HMU-PC fluorogenic substrate, 60 min | P17405 | Potency, µM (top dose mostly 57.5 µM), for inactives: at the top dose activity change, negative = inhibition, usual class: inhibitors; note: potency is the fitted concentration of half-maximal effect
Target sequence (P17405 47-631 limits assumed): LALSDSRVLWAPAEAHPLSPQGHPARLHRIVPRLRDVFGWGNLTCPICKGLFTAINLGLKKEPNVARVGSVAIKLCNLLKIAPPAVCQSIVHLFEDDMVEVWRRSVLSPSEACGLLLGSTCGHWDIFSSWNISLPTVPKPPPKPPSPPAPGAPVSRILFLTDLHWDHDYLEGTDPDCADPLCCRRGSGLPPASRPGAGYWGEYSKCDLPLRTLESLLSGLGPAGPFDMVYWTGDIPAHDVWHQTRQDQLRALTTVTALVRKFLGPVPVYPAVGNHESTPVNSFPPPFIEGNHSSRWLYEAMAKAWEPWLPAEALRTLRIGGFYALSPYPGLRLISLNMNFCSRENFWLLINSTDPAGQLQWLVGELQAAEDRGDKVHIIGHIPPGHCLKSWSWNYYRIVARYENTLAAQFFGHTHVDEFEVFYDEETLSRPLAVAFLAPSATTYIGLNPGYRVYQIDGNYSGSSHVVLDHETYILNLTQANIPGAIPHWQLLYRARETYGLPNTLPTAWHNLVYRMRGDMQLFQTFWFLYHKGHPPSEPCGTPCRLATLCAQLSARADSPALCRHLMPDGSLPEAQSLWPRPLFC
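Fluorescence read-out (Ex 386 nm, Em 447 nm) after stopping the reaction at pH 10. Enzyme: ASM from human placenta; substrate HMU-PC0, 9 uM final; 60 min, 37 °C. Compound preincubation 10 min, ambient temperature.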
Mito fusion act – inhibitors of mitochondrial division or activators of mitochondrial fusion; S. cerevisiae fusion-defective mutant growth rescue, CellTiterGlo 48 h; Potency, µM (doses to about 46.1 µM), for the others: top-dose growth rescue (activation), actives largely listed as activators; 320,000 compounds, 0.23% hits;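 note: potency is the fitted concentration of half-maximal effect; % of control where 0% means no effect; nearly all actives have a fitted effect of over 45% in size; temperature-sensitive fusion mutants such as fzo1-1 at 37 °C on non-fermentable ethanol glycerol medium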
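Luminescent cell viability in 1536-well qHTS format served as the measure of rescued growth in ts fusion-mutant S. cerevisiae cultured on non-fermentable YPEG for 48 hours at 37C.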
Tb PFK block – blocks T. brucei phosphofructokinase; O15648; T. brucei PFK, ADP-Glo luminescence; Potency, µM (top dose mostly 57.5 µM), for inactives: top-dose activity, negative = inhibition, hits mostly inhibitors; 330,000 compounds, 0.17% hits; AID 485367;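 note: potency is the fitted concentration of half-maximal effect; 0% = uninhibited 1x PFK enzyme wells and -100% = no-enzyme wells; nearly all actives have a fitted effect of over 60% in size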
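ADP-Glo luminescence quantified ADP after 45 min at room temperature, with 1.25 nM T. brucei PFK, 0.1 mM ATP and 0.5 mM fructose-6-phosphate in pH 8.0 TEA buffer. qHTS titrations up to 57 µM; curves classified by quality.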
Eya2 phos inh – blocks the phosphatase activity of human Eya2 | O00167 | recombinant Eya2, OMFP fluorescence dephosphorylation (OMFP is methylfluorescein phosphate) | Potency, µM (doses to about 76.9 µM), without a hit: at the top dose activity, negative = inhibition, most hits filed as inhibitors | 330,000 compounds, 0.006% hits; note: potency is the fitted concentration of half-maximal effect; % is set by controls: 0 for no effect and ±100 for the full control effect
Target sequence (O00167 whole entry, looked up): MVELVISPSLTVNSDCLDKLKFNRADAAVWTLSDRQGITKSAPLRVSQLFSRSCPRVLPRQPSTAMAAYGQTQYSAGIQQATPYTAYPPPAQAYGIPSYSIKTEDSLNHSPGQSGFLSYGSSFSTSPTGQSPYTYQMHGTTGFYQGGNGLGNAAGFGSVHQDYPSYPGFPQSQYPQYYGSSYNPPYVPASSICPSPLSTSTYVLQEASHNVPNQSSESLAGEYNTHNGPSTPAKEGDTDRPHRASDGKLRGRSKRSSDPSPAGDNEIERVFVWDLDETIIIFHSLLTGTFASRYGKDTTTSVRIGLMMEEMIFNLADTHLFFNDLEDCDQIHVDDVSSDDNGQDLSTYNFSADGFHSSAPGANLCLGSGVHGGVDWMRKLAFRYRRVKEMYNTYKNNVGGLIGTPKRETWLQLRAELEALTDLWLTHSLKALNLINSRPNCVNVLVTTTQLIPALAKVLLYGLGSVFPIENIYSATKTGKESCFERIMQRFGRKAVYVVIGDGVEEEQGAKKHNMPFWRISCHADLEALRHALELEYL
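Eya2 (0.2 uM) preincubated 10 min at ambient with compound, then OMFP substrate added at 50 uM; 10 min reaction in 50 mM HEPES pH 7.5, 50 mM NaCl, 5 uM MgCl2, 0.05% BSA, 1 mM DTT. Fluorescence read at Ex 485/Em 525 nm.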
TSG101-PTAP inh – blocks PTAP/TSG101 interaction to inhibit HIV-1 budding. Q99816. Fluorescence polarization, FITC-PTAP peptide / Tsg101 binding. Potency, µM (doses to about 115 µM), inactives show at the top dose activity change, negative = inhibition, most hits filed as inhibitors. 340,000 tested, under 10 active. AID 493005; active = well fitted inhibition curve with a large enough effect in the main read-out, with a control signal flat, not every such curve was filed as active; inconclusive = small, poorly fitted or top-dose-only effect, or effect the other way, or a change in a side signal; inactive = no such curve, though single readings can be large or run the other way; note: potency is the fitted concentration of half-maximal effect; % of control where 0% means no effect
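Steps: Tsg101 binding domain dispensed (10 uM final), compounds pinned in DMSO, FITC-labeled PTAP-motif peptide added (50 nM final); after 20 min binding at room temperature, polarization measured.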
BCR signal inh – blocks chronic active B-cell receptor signaling. ABC-DLBCL IkBa-CBG/CBR reporter, luminescence ratio, 4 h. Potency, µM (highest dose often 46.1 µM), without a hit: top-dose ratio change, negative = lower green/red ratio, most hits filed as inhibitors. 340,000 compounds, 0.05% hits. AID 493014; active = well fitted inhibition curve with a large enough effect in the signal ratio, with a control signal flat, not every such curve was filed as active; inconclusive = small, poorly fitted or top-dose-only effect, or effect the other way, or a change in a side signal; the % refers to the signal ratio;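 note: potency is the fitted concentration of half-maximal effect; plate controls were basal doxycycline-induced cells for no effect and cells given 10 µM MG132 for full effect; MG132 reads +100%, hits lower the ratio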
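Cell line TMD8 (human ABC DLBCL), stably expressing tet-inducible CBG68-IkBa fusion and CBR; IMDM/0.5% FBS; cpd up to 46 uM; dox induction, 4 h, 37C/5% CO2; dual luminescence; green/red ratio; MG132 control.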
TCR act – activators of T cell receptors | Potency, µM (doses to about 9.22 µM), without a hit: at the top dose activation of IL-2 secretion, hits mostly activators | primary human leukocytes, anti-CD3, IL-2 HTRF, 48 h | 330,000 tested, under 10 active; note: % of control where 0% means no effect
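Human primary leukocytes + a-CD3 beads + cpd, 48 hr; IL-2 in supernatant by HTRF (ex 320nm / em 665nm). No co-stimulatory signal supplied.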
a7 integrin act – integrin-mediated muscular dystrophy alleviation activation; alpha7betagal myoblasts, beta-gal FDG fluorescence, 48 h; AID 624291; 350,000 compounds, 0.064% hits; Potency, µM (series often up to 38.3 µM), without a hit: top-dose activation, most hits filed as activators;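 note: potency is the fitted concentration of half-maximal effect; 100% = response of the positive control SU9516; nearly all actives have a fitted effect of over 60% in size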
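Alpha7betagal+/- myoblasts (passage 13) were plated 16-24 hr, then exposed to compounds (1:260 dilution of DMSO stock) for 48 hours at 37C. After MPER lysis, β-galactosidase reporter activity was read as FDG fluorescence (ex 480/em 540) after 30 minutes.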
A-T KAP1 phos – potential ataxia-telangiectasia treatment. […] A-T fibroblasts, KAP-1 phosphorylation AlphaLISA; neocarzinostatin DNA damage 30 min before lysis. Potency, µM (doses to about 57.5 µM), without a hit: top-dose activation, usual class: activators. 320,000 compounds, 0.19% hits. AID 485349; note: potency is the fitted concentration of half-maximal effect; % of control where 0% means no effect; nearly all actives have a fitted effect of over 45% in size
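ATM-like activity read as KAP-1 phosphorylation via AlphaLISA donor/acceptor antibody pairs after lysis and 6 hr at 25C. Cells were ATM-null patient fibroblasts ([…], hTERT), dosed 60 min, then exposed to the DSB inducer NCS for 30 min.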
TSHR antagonist – blocks TSH signaling through the human TSH receptor. P16473. TSHR-expressing cells, TSH-stimulated cAMP HTRF, 2 h; stronger effect = lower value. activity change, negative = inhibition, % at 11.5 µM. 330,000 compounds, 0.2% hits. AID 504810;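 active = activity change below a set negative limit, meaning inhibition stronger than a set level, cut at about -70% in these data; inconclusive = activity change between two set negative limits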; note: % is set by controls: 0 for no effect and ±100 for the full control effect
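Cell-based HTRF cAMP assay; TSHR cells + compound, TSH EC80 (4nM final), 2 h, 37 deg C. Lysis with anti-cAMP cryptate and cAMP-d2, 30 min RT, read 665/620 nm.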
ELG1 DNA repair – inhibitors of ELG1-dependent DNA repair in HEK293T cells; 330,000 compounds, 2.3% hits; Potency, µM (titrated, usually from 46.1 µM), inactives show top-dose activity change, negative = inhibition, actives largely listed as inhibitors; HEK293T ELG1-luciferase reporter, luminescence, 16 h; DNA damage induced by 5-fluorouridine; note: potency is the fitted concentration of half-maximal effect; % is set by controls: 0 for no effect and ±100 for the full control effect; nearly all actives have a fitted effect of over 55% in size
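DMSO vehicle served as the neutral condition. Each well held 2,000 cells given 5-fluorouridine plus compound; after 16 hr at 37 °C/5% CO2, ONE-Glo was added and luciferase measured 30 min later.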
Numbers without * were called inactive; ? = inconclusive; nt = no result given; [ ] = another dose, or the depositor's remark. Unless noted, calls come from the whole dose curve; as a rule, active = well fitted curve in the direction sought with a large enough effect; inconclusive = small, poorly fitted or top-dose-only effect, or another doubt; inactive = no such curve, though single readings can be large; an effect the other way counts as inactive or inconclusive.

(1) C=CCN1C(=O)c2ccc(C(=O)N3CCN(S(=O)(=O)c4cccc([N+](=O)[O-])c4)CC3)cc2C1=O
(2) COc1cccc(C2/C(=C(/O)c3ccc(C)cc3)C(=O)C(=O)N2Cc2ccco2)c1 (configuration not stated)
(3) NC(=O)C1CCN(CC(=O)Nc2cc(S(=O)(=O)N3CCOCC3)ccc2N2CCCC2)CC1
(4) CCN(CC)S(=O)(=O)c1ccc(/C(O)=C(\C#N)c2nc3ccccc3n2C)cc1
(5) O=C(O)C1C2C=CC(C3CC23)C1C(=O)O (configuration not stated)
(6) COC(=O)c1cc2c(C)c(C)c3ccccn3c-2c1C(=O)OC
(7) Cc1c(NC(=O)Cc2noc3ccccc23)cccc1[N+](=O)[O-]
(8) N=C1S/C(=C\c2ccco2)C(=O)N1c1nccs1

Assay by compound	1	2	3	4	5	6	7	8
S-ASM inh	-2%	3%	3%	-5%	0%	-3%	5%	-6%
Mito fusion act	-3%	1%	-6%	-1%	-1%	0%	-6%	19%
Tb PFK block	-1%	9%	1%	-3%	-3%	1%	-6%	7%
Eya2 phos inh	-4%	-5%	3%	-14%	1%	15%	1%	11%
TSG101-PTAP inh	-1%	-2%	0%	-6%	-7%	?	1%	2%
BCR signal inh	-7%	11%	0%	?	?	14%	-8%	?
TCR act	-6%	1%[46.1 µM]	4%	nt	-1%[46.1 µM]	-5%	-4%	-2%
a7 integrin act	16%	8%	15%	14%	-4%	20%	9%	-68%[inhibitor]
A-T KAP1 phos	-9%	2%	-10%	6%	0%	0%	0%	-14%
TSHR antagonist	4	-5	7	-30	6	-6	8	6
ELG1 DNA repair	-1%	10%	10%	?	-3%	?	12%	?

(9) CC1CC(C)CN(C(=O)COC(=O)/C=C/c2ccco2)C1 (configuration not stated)
(10) O=C(O)c1cc([N+](=O)[O-])ccc1NCCO
(11) O=C(CN1CCCCC1)NC(=O)Nc1ccccc1F
(12) Cc1ccc(-c2nc(S(=O)(=O)c3ccccc3)c(SCC(=O)NCC3CCCO3)o2)cc1 (configuration not stated)
(13) COCCn1c(-c2ccc(OC)cc2)cnc1SCC(=O)Nc1cc(C)on1
(14) COc1ccc(S(=O)(=O)N2CCCCC2)cc1NC(=O)c1cccs1
(15) Cc1ccc(-n2c(=O)[nH]cc(C(=O)N3CCc4ccccc43)c2=O)cc1C
(16) Cc1ccc(CN(Cc2ccco2)S(=O)(=O)c2ccc(S(=O)(=O)NCC3CCCO3)cc2)cc1 (configuration not stated)

Assay by compound	9	10	11	12	13	14	15	16
S-ASM inh	6%	-5%	-1%	-3%	1%	-2%	-1%	-10%
Mito fusion act	nt	-3%	-10%	9%	-2%	-1%	0%	0%
Tb PFK block	?	-1%	-2%	0%	1%	-1%	-6%	5%
Eya2 phos inh	5%	6%	-21%	-6%	8%	3%	-26%	-6%
TSG101-PTAP inh	-1%	-1%	-2%	-8%	-2%	-8%	-13%	-1%
BCR signal inh	?	-7%	-10%	0%	?	0%	-5%	0%
TCR act	7%	-3%	-1%	-4%	-5%	-5%	3%	3%[46.1 µM]
a7 integrin act	14%	22%	25%	16%	-18%	4%	17%	-13%
A-T KAP1 phos	11%	-3%	5%	15%	nt	6%	3%	nt
TSHR antagonist	-6	3	9	-21	-7	1	6	3
ELG1 DNA repair	?	9%	?	-15%	?	?	4%	8%

Profiles as entered above:
COC(=O)c1cc2c(C)c(C)c3ccccn3c-2c1C(=O)OC as listed: S-ASM inh = -3%; Mito fusion act = 0%; Tb PFK block = 1%; Eya2 phos inh = 15%; TSG101-PTAP inh = ?; BCR signal inh = 14%; TCR act = -5%; a7 integrin act = 20%; A-T KAP1 phos = 0%; TSHR antagonist = -6; ELG1 DNA repair = ?
COc1cccc(C2/C(=C(/O)c3ccc(C)cc3)C(=O)C(=O)N2Cc2ccco2)c1 (configuration not stated) as listed: S-ASM inh = 3%; Mito fusion act = 1%; Tb PFK block = 9%; Eya2 phos inh = -5%; TSG101-PTAP inh = -2%; BCR signal inh = 11%; TCR act = 1%[46.1 µM]; a7 integrin act = 8%; A-T KAP1 phos = 2%; TSHR antagonist = -5; ELG1 DNA repair = 10%

Continued:
(17) Cc1ccc(S(=O)(=O)Nc2nc(-c3ccccc3)cs2)cc1
(18) CC(C)C[C@H](NC(=O)C1CCN(S(=O)(=O)c2ccccc2)CC1)C(=O)NCc1ccccn1
(19) Cc1ccc2nc(SCC(=O)Nc3cc(C)on3)nc(=O)n2c1
(20) CC1CCN(C(=O)CC2C(=O)Nc3c2c(=O)n(C)c(=O)n3Cc2ccccc2)CC1 (configuration not stated)
(21) CN(CCC1CCOCC1)C(=O)CC1C(=O)NCCN1Cc1c(F)cccc1Cl (configuration not stated)
(22) Cc1ccc(CNC(=O)Cc2ccc(-c3ccccc3)cc2)cc1
(23) CCOC(=O)Cc1csc(NC(=O)c2c(O)c3ccccc3n(CC(C)C)c2=O)n1
(24) O=C(O)CCCNC(=O)/C(=C\C=C\c1ccccc1)NC(=O)c1ccccc1Cl

Assay by compound	17	18	19	20	21	22	23	24
S-ASM inh	-1%	4%	0%	4%	32%	0%	2%	0%
Mito fusion act	2%	-8%	-4%	-1%	1%	0%	2%	0%
Tb PFK block	1%	-2%	6%	-10%	1%	3%	-3%	-1%
Eya2 phos inh	-3%	4%	12%	8%	-14%	2%	0%	1%
TSG101-PTAP inh	0%	-1%	-8%	-2%	-1%	-5%	-7%	1%
BCR signal inh	6%	-4%	-10%	?	0%	?	-21%	5%
TCR act	-1%	-2%	9%	8%	1%	3%	0%	-3%
a7 integrin act	13%	-13%	-30%	17%	0%	-3%	10%	3%
A-T KAP1 phos	-7%	-3%	2%	13%	-6%	3%	-1%	-5%
TSHR antagonist	0	22	13	14	37	6	-8	-3
ELG1 DNA repair	-5%	1%	11%	2%	10%	27%	?	-1%

(25) CC(=O)c1c(C)nc2ccccc2c1N
(26) Cc1nc(-c2ccc([N+](=O)[O-])cc2)c(-c2ccccc2)o1
(27) COc1ccc(NC(=O)c2cnc(C)cn2)c2ncccc12
(28) CN(C(=O)c1ccc2c(c1)C(=O)N(CCC1=CCCCC1)C2=O)C1CCCCC1
(29) Cc1noc(C)c1COC(=O)/C=C/c1ccccc1Cl
(30) Cc1cccc(CN2CCC(C(=O)Nc3ccc(Oc4cccnc4)cc3)CC2)c1
(31) CCN(CC)C(=S)NC(=O)c1ccc(F)cc1
(32) CCCCCC(=O)N1CC2(CC(c3cccc(NC(=O)COc4ccc(Cl)cc4)c3)=NO2)C[C@@H]1C(N)=O (some centres not stated)
(33) Cc1ccc2ncnc(-c3ccccc3)c2c1
(34) O=C(O)Cc1ccc(NC(=O)C2CCCCC2C(=O)O)cc1 (configuration not stated)

Assay by compound	25	26	27	28	29	30	31	32	33	34
S-ASM inh	3%	-3%	nt	-1%	-1%	1%	-2%	-8%	0%	0%
Mito fusion act	2%	4%	0%	10%	?	-9%	-1%	33%	-4%	3%
Tb PFK block	9%	-1%	3%	1%	-1%	-11%	-2%	-19%	-1%	2%
Eya2 phos inh	-12%	-11%	8%[15.4 µM]	-5%	-1%	-2%	-3%	-14%	5%	4%
TSG101-PTAP inh	-3%	-4%	nt	-1%	-1%	-11%	-7%	0%	0%	-1%
BCR signal inh	-2%	-13%	3%	17%	7%	3%	?	?	-1%	3%
TCR act	5%	7%	nt	-8%	-3%	6%	5%	-16%	-6%	6%
a7 integrin act	19%	-10%	nt	5%	-10%	-12%	-4%	-26%	-40%	16%
A-T KAP1 phos	-1%	0%	5%	14%	-3%	9%	1%	-23%	0%	-6%
TSHR antagonist	13	-2	-1	-45	-18	4	5	6	-4	25
ELG1 DNA repair	-7%	?	7%	-1%	-2%	?	7%	?	-4%	-4%
